# FBPA Giardia inh = qHTS Assay for Inhibitors of Fructose-1,6-bisphosphate Aldolase from Giardia Lamblia; actives 0.71% (n = 290,000); purified Giardia FBPA; Potency, µM (doses to about 59.6 µM), inactives show at the top dose activity, negative = inhibition, usual class: inhibitors; A8B2U2; AID 2451, 2010; also: potency is read from the fitted curve at half-maximal effect; % is scaled to controls: 0 for no effect and ±100 for the full control effect; nearly all actives have a fitted effect of over 55% in size
# Target sequence (A8B2U2 whole entry, looked up): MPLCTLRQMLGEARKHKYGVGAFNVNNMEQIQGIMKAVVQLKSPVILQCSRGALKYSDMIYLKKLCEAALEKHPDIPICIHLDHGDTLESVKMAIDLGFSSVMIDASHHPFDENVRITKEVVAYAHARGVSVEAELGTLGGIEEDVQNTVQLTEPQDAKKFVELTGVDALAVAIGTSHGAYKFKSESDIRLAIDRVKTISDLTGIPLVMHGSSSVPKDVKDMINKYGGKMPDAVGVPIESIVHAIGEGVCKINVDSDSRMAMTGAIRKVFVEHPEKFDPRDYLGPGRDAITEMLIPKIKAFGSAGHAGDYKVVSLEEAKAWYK
#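 40 nM FBPA preincubated 10 min at RT with compound (up to 57.5 uM final), then substrate plus GAPDH/TPI/NAD/arsenate coupling and diaphorase/resazurin added. Fluorescence read after 20 min at RT, 525/598 nm.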
# Shiga inhibitor = A qHTS for Small Molecule Inhibitors of Shiga Toxin | actives 9.2% (n = 290,000) | Vero cells, Shiga toxin protein synthesis inhibition reporter | inhibition, % at 38.7 µM; in the data active = inhibition mostly above about 28%, no sharp cut-off; inactive = mostly below about 43%; also: 0% is about no effect
# Cycloheximide cs = Cycloheximide Counterscreen for Small Molecule Inhibitors of Shiga Toxin; max response, %; cell reporter, cycloheximide protein synthesis inhibition counterscreen; actives 12% (n = 300,000); in the data active = max response mostly above about 13%, no sharp cut-off; inactive = mostly below about 14%; also: read at 38.3 µM for the half of the compounds with a filed dose; 0% is about no effect
# Pf growth 96h = Primary qHTS for delayed death inhibitors of the malarial parasite plastid, 96 hour incubation. Potency, µM (doses to about 28.7 µM), without a hit: top-dose activity change, negative = inhibition, actives largely listed as inhibitors. P. falciparum luciferase reporter growth, 96 h. actives 6.9% (n = 320,000); also: potency is read from the fitted curve at half-maximal effect; % is scaled to controls: 0 for no effect and ±100 for the full control effect
#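 Erythrocytes infected with luciferase-expressing P. falciparum were dispensed at 2% hematocrit and 0.05% parasitemia (final), then incubated with compounds 96 hours at 37 C in 5% CO2. Luminescence after detection reagent addition reported growth.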
# Pf growth 48h = Primary qHTS for delayed death inhibitors of the malarial parasite plastid, 48 hour incubation; P. falciparum luciferase growth in erythrocytes, 48 h; Potency, µM (titrated, usually from 28.7 µM), for inactives: top-dose activity change, negative = inhibition, actives largely listed as inhibitors; actives 5.9% (n = 310,000); AID 504832, 2011; also: potency is read from the fitted curve at half-maximal effect; % is scaled to controls: 0 for no effect and ±100 for the full control effect
#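 Parasite viability was followed by luminescence of a genomically integrated firefly luciferase. Cultures held 0.1% parasitemia at 2% hematocrit (final), incubated under 5% CO2 at 37 C.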
# Sm TGR inh = qHTS Assay for the Inhibitors of Schistosoma Mansoni Peroxiredoxins; purified TGR, DTNB reduction, TNB absorbance 405 nm; Potency, µM (top dose mostly 114 µM), for inactives: at the top dose activity change, negative = inhibition, most hits filed as inhibitors; actives 3% (n = 360,000); AID 485364, 2010; also: potency is read from the fitted curve at half-maximal effect; % is scaled to controls: 0 for no effect and ±100 for the full control effect; nearly all actives have a fitted effect of over 60% in size
#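 First, TGR (20 nM dispensed) and NADPH were mixed with compound. Second, a 15 min room-temperature incubation followed. Third, further NADPH and then DTNB were added to start the reaction. Finally, TNB absorbance was monitored kinetically.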
# The depositor's hits bear a star; i = inactive; ? = inconclusive; / = no result given; & = joins results of further samples; [ ] = another dose, or the depositor's remark. Unless noted, calls follow the shape of the dose curve; as a rule, active = well fitted curve in the direction sought with a large enough effect; inconclusive = small, poorly fitted or top-dose-only effect, or another doubt; inactive = no such curve, though single readings can be large; an effect the other way counts as inactive or inconclusive.
SMILES,FBPA Giardia inh,Shiga inhibitor,Cycloheximide cs,Pf growth 96h,Pf growth 48h,Sm TGR inh
CCn1c(C)nc2cc(C(=O)NNC(=S)NC(=O)c3ccc(OC)cc3)ccc21,?,-5,-4,1%,0%,4%
NS(=O)(=O)c1cccc(-n2cnnn2)c1,-1%,-9,-1,-1%,33%[activator],16%
COc1ccccc1NC(=O)Cc1noc(CSc2cccc[n+]2[O-])n1,0%,-1,-4,/,?,-5%
O=C(O)CCC(=O)Nc1ccc(N2CCCCC2)c(C(=O)O)c1,-6%,-3,-2,-2%,26%,-13%
CN(C)CCNC(=O)c1cc2ccccc2oc1=O,5%,-3,-3,?,-3%,-3%
CCOC(=O)C1CCCN(CCC(=O)Nc2ccc(C)cc2)C1 (stereo unspecified),0%,-5,-3,-2%,-8%,-1%
CC(C)(C)NC(=O)Cn1nnc(-c2cccs2)n1,1%,30*,31*,-7%,54%[activator],3%
CC1=CC2=NC(=O)/C(=C\c3cccn3CCOc3cccc(C)c3)C(=N)N2O1,-7%,8,1,0%,?,1%
O=[N+]([O-])c1nn(-c2ccccc2)n(O)c1=NCc1ccc2c(c1)OCO2,-1%,54*,30*,?,-24%,11%
COc1ccccc1-n1c(SCC(=O)N2CCCCC2)nnc1-c1ccccc1O,-8%,-5,2,?,?,1%
O=C1N2CCCc3cccc(c32)C12Nc1ccccc1S2 (stereo unspecified),-2%,26,7,5%,0%,-2%
C=CCNC(=O)/C(C#N)=C/c1c(C)nn(-c2ccccc2)c1Cl,-7%,15,6,-6%,?,-1%
COc1cc(CN2CCNC(=O)C2CC(=O)NCc2csc(C(C)C)n2)cc(OC)c1 (stereo unspecified),-15%,-10,7,26%,-22%,?
O=C1CCC(C(=O)OCc2c(Cl)cccc2Cl)N1 (stereo unspecified),0%,8,-6,-14%,10%,-8%
Cc1cc(C)cc(-n2ncc3c2CCCC3NC(=O)c2csnn2)c1 (stereo unspecified),8%,22*,14,?,?,12%
CCCCNc1nnc(SCC(=O)c2c(N)n(CCC)c(=O)[nH]c2=O)s1,/,/,/,9.3µM*,12µM*,-18%
COc1ccccc1CCN1CCCC(CN(C)Cc2ccc(OCCO)cc2)C1 (stereo unspecified),0%,-4,2,0%,?,3%
Cc1cc(N2CCCC2=O)ccc1S(=O)(=O)N1CCOCC1,11%,1,-1,-3%,3%,11%
COCCCNc1nc2ccccc2nc1NS(=O)(=O)c1ccc(C)cc1C,16%,11,-3,1%,9%,0%
Cc1nc(CNC(=O)CC2C(=O)NCCN2Cc2ccc(F)cc2)cs1 (stereo unspecified),/,11,1,-26%,21%,?
O=C(NC1CCCCC1)c1cccs1,-1%,33,24*,8%,/,0%
CC1(c2ccccc2Cl)NC(=O)N(CC(=O)N2c3ccccc3NC(=O)C2(C)C)C1=O (stereo unspecified),/,/,/,?,?,-12%
CCCC1CCC(C(=O)n2nc(N)c3cc4ccc(OC)cc4nc32)CC1 (stereo unspecified),0%,-12,-4,?,-19%,-1%
Cc1ccc(NC(=O)N2CCOCC2)c(C)c1,2%,86,6,/,20%,-1%
COC(=O)C1=NN(C(C)=O)C2(CC(=O)N(c3cccc(C)c3)C2=O)C1 (stereo unspecified),9%,-12,-2,14%,9%,-17%

# In a second layout: results already given
canonical_smiles	FBPA Giardia inh	Shiga inhibitor	Cycloheximide cs	Pf growth 96h	Pf growth 48h	Sm TGR inh
CCn1c(C)nc2cc(C(=O)NNC(=S)NC(=O)c3ccc(OC)cc3)ccc21	?	-5	-4	1%	0%	4%
O=C1N2CCCc3cccc(c32)C12Nc1ccccc1S2 (stereo unspecified)	-2%	26	7	5%	0%	-2%

# Reprinted at random: 2 compounds from above.
SMILES,FBPA Giardia inh,Shiga inhibitor,Cycloheximide cs,Pf growth 96h,Pf growth 48h,Sm TGR inh
NS(=O)(=O)c1cccc(-n2cnnn2)c1,-1%,-9,-1,-1%,33%[activator],16%
CCOC(=O)C1CCCN(CCC(=O)Nc2ccc(C)cc2)C1 (stereo unspecified),0%,-5,-3,-2%,-8%,-1%

# (list continues)
SMILES,FBPA Giardia inh,Shiga inhibitor,Cycloheximide cs,Pf growth 96h,Pf growth 48h,Sm TGR inh
CCCSCCCNC(=O)Cn1cc2c(n1)CCC(C)C2 (stereo unspecified),-2%,-2,-3,?,-3%,6%
Cc1[nH]nc(-c2ccc(O)cc2O)c1Oc1ccccc1,-9%,-23,-4,61%[activator],9%,8%
CC1(C)Cc2c(ccc3ccccc23)-c2nnc(-c3cccnc3)n21,2%,-16,2,1%,-8%,0%
O=C(COC(=O)C1CC(=O)N(c2ccccc2)C1)c1ccccc1 (stereo unspecified),5%,10,-5,?,12%,6%
CC(C)(C)C(=O)Nc1ncccc1C(O)c1cccc(C(F)(F)F)c1 (stereo unspecified),0%,11,5,-5%,18%,6%
COc1ccc(C2CC(=O)c3cnc(NC(=O)c4ccco4)nc3C2)cc1 (stereo unspecified),/,4,5,28%,6%,-15%
COC(=O)c1ccc(C(C(=O)NC2CCCCC2)N(C(=O)Cc2cccs2)C2CC2)cc1 (stereo unspecified),4%,12,-5,?,?,23%
CC1=NCCN1S(=O)(=O)c1cc([N+](=O)[O-])ccc1Cl,3%,-11,-8,?,7%,/
CC(C)(C)c1ccc(S(=O)(=O)N2CC3CC(C2)c2cccc(=O)n2C3)cc1 (stereo unspecified),2%,-21,2,-4%,-5%,0%
COc1ccc(CC(=O)N/N=C(\C)c2cccs2)cc1OC,/,-18,-2,?,5%,6%
Cc1cc(-c2nnc(CCC(=O)NCc3cccc(C(F)(F)F)c3)o2)no1,/,29,21*,?,-20%,0%
NC(=O)C1CCN(C(=O)Cc2ccc(-c3ccccc3)cc2)CC1,-5%,19,53,-4%,-15%,-2%
COc1ccccc1N(CC(O)COc1c(C)cc(C)cc1C)S(=O)(=O)c1ccccc1 (stereo unspecified),-7%,-9,-3,13µM*,12µM*,-7%
CC(Cn1nnc2ccccc21)C(=O)O (stereo unspecified),4%,-6,8,35%[activator],-2%,3%
CCCn1c(C(C)Nc2nc(-c3cc(Cl)c(N)c(Cl)c3)cs2)nc2cc(Cl)c(N3CCCCC3)cc21 (stereo unspecified),9%,2,1,7.4µM*,?,-2%
O=C(CSc1cn[nH]n1)Nc1ccccc1F,/,/,/,4%,23%,-2%
Cn1cnc2ccc([N+](=O)[O-])cc2c1=O,5%,-17,6,12%,24%,30%
CC(=O)Oc1ccc(/C=C2/CCc3ccccc3C2=O)cc1,3%,16,16*,i,135%[activator],-4%
COc1cccc(NS(=O)(=O)c2ccc3[nH]cc(C(=O)N(C)Cc4ccco4)c(=O)c3c2)c1,4%,-10,-4,-1%,/,5%&-19%
Cc1ccc(C(=O)N/C(=C\c2ccccc2)C(=O)NCCCn2ccnc2)cc1,5%,-16,-4,6%,-7%,-2%
C=CCn1c(SCc2nc3cc(C(F)(F)F)ccc3c(=O)[nH]2)nc2sc(CC)cc2c1=O,-1%,14,-1,-2%,-5%,6%
N#CC(C#N)=Cc1ccccc1OCc1ccccc1,-16%,23,43*,-8%,?,3.2µM*
CNC(=O)COC(=O)c1cc(=O)[nH]c2ccccc12,3%,-9,-1,0%,26%,6%
CC(C)(C)c1ccc(S(=O)(=O)Nc2cccnc2)cc1,11%,-14,-3,?,-9%,8%
CC(=NCCc1ccccc1)c1c(O)[nH]c(=O)[nH]c1=O,7%,-8,0,12%,32%[activator],12%

# Other entries.
SMILES,FBPA Giardia inh,Shiga inhibitor,Cycloheximide cs,Pf growth 96h,Pf growth 48h,Sm TGR inh
CC1CCN(S(=O)(=O)c2ccc3c(c2)oc(=O)n3C)CC1,9%,-8,2,0.47µM*,-8%,-4%
COCCN1CCN(C(=O)c2cc(COc3cncc(Cl)c3)on2)CC1,/,-7,-2,-13%,10%,4%
Cc1nc(C(Cl)(Cl)Cl)nc2[nH]ccc(=O)c12,-16%,-12,-3,?,0%,1%
CCN(CC)c1ccc(NC(=O)COC(=O)/C=C/c2nc3ccccc3s2)cc1,0%,66,14*,16%,19%,-1%
C/C(CC(=O)Nc1ccc(OCc2ccccc2)cc1)=N\NC(=O)C(=O)Nc1ccc(C)c(Cl)c1,-6%,16,16,0%,-4%,5%
O=C(O)CCCc1ccccc1,12%&9%,15&-14,-2&-5,1%&-8%,3%&-1%,1%
Oc1ccc(/C=N/N=C(c2ccccc2)c2ccccc2)c(O)c1O,5.6µM*,27,18*,?,?,-22%
NNC(=O)CC12CC3CC(C1)CC(n1ncnn1)(C3)C2,7%,-8,-4,-6%,5%,9%
O=C(CC1NCCNC1=O)Nc1ccc(Oc2ccccc2)cc1 (stereo unspecified),/,61*,30*,31%[activator],35%[activator],3%
COc1ccccc1C(CNc1ncccc1[N+](=O)[O-])N(C)C (stereo unspecified),-18%,-6,6,10%,-27%,-6%
O=C1CCN(Cc2cccnc2)CCN1[C@H](CO)c1ccccc1,-7%,-6,-2,0%,32%[activator],-30%
COc1ccc(S(=O)(=O)NCC2CCCN(C(=O)CC3CCCC3)C2)cc1 (stereo unspecified),8%,19,1,23%,-22%,2%
O=C(O)c1cccnc1Sc1ncnc2sc3c(c12)CCC3,-10%,-1,-2,-7%,-7%,-19%
CCNS(=O)(=O)c1ccc(NC(=O)Nc2cc(C)ccc2OC)cc1,-8%,40,-2,-7%,8%,1%
CN(C)CCOCCSc1ccc(Cl)cc1,?,11,-2,12%,2%,6%
COc1ccc(OC)c(NC(=O)C2CCCN2C(=O)OCc2ccccc2)c1 (stereo unspecified),2%,9,5,15%,13µM*,-6%
Cc1cc(=O)[nH]c(N/N=C/c2ccc(-c3ccc(F)cc3)o2)n1,-8%,50,15,50%[activator],7%,-10%
Clc1ccc(-n2nnnc2-c2cnc(-c3ccccn3)nc2-c2cccs2)cc1,-1%,-9,-4,14%,3.7µM*,-7%
Cn1c(=O)c2c3c(sc2n2c(SCC(N)=O)nnc12)CC(C(C)(C)C)CC3 (stereo unspecified),2%,5,-2,?,?,-2%
CCN(Cc1ccccc1)S(=O)(=O)c1c(C)[nH]c(C)c1C(=O)N1CCCCC1,3%,-6,14,?,?,-28%
O=C1C=CCC(/C=C/c2ccccc2)O1 (stereo unspecified),-2%,-13,-3,23%,6%,-33%
COc1ccc(S(=O)(=O)N(CCc2ccccc2)CC(=O)O)cc1,12%,30,0,193%[activator],/,-10%
COc1ccc(C(c2sc3nc(C)nn3c2O)N2CCc3ccccc3C2)cc1 (stereo unspecified),?,8,9,-26%,?,-1%
O=C(COC(=O)c1ccc2c(c1)OCCO2)NCc1ccccc1,3%,19,11,/,24%,-23%
COCCCn1c(C(=O)N2CCOCC2)cc2c(=O)n3ccccc3nc21,-2%,-12,-6,0%,5%,-16%
O=C(Nc1ccc(N2CCOCC2)c(Cl)c1)c1ccc(-n2cnnc2)cc1,/,-6,-4,?,3%,-4%
Cc1c(C(=O)NC(=S)Nc2cccnc2)cccc1[N+](=O)[O-],/,-15,-1,15%,22%,-3%
CS(=O)(=O)N1CCc2cc(C(=O)OCC(=O)c3ccccc3)ccc21,0%,49,23*,-19%,/,-4%
CCC1(CC)NC(=O)N(CC(=O)NCc2ccc3c(c2)OCO3)C1=O,-1%,-13,-5,/,-13%,-14%
CC(=O)Nc1ccc(NC(=O)/C(=C/c2ccco2)NC(=O)c2ccccc2)cc1,0%,1,-4,?,10%,/

# Single entries from above:
# O=C(O)c1cccnc1Sc1ncnc2sc3c(c12)CCC3 in Sm TGR inh = -19%
# CCN(Cc1ccccc1)S(=O)(=O)c1c(C)[nH]c(C)c1C(=O)N1CCCCC1 in FBPA Giardia inh = 3%
# C/C(CC(=O)Nc1ccc(OCc2ccccc2)cc1)=N\NC(=O)C(=O)Nc1ccc(C)c(Cl)c1 in FBPA Giardia inh = -6%

# Compound activity as filed in PubChem.
